# Assay outcomes from PubChem BioAssay.
# LYP phosphatase – inhibitors of LYP phosphatase, biochemical, fluorescence intensity, uHTS (AID 1779). Tyrosine-protein phosphatase non-receptor type 22 (Homo sapiens). recombinant LYP phosphatase, fluorescence intensity; higher % means a stronger effect. hit rate 0.054% among 290,000. inhibition, % at 11.5 µM; hits with a dose series show IC50 in µM; in the data active = inhibition above about 50%;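 note: plate controls were vehicle with enzyme for no effect and no enzyme for full effect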
# NTR1 agonist – agonists of NTR1, primary screen, imaging, U2OS cells, beta-arrestin-GFP, high content (AID 493036); Neurotensin receptor type 1 (Homo sapiens), P30989; NTR1-U2OS beta-arrestin-GFP spot imaging, agonist mode; activation, % at 20 µM; hit rate 0.17% among 330,000;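 active = activation at or above 40% of the spot to cytoplasm intensity ratio, with at least 20 cells analyzed; inconclusive = wells under 20 cells, flagged as cytotoxic or low count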;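 note: 0% = DMSO without peptide and 100% = 100 nM NTR1 peptide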
# Target sequence (P30989 whole entry, looked up): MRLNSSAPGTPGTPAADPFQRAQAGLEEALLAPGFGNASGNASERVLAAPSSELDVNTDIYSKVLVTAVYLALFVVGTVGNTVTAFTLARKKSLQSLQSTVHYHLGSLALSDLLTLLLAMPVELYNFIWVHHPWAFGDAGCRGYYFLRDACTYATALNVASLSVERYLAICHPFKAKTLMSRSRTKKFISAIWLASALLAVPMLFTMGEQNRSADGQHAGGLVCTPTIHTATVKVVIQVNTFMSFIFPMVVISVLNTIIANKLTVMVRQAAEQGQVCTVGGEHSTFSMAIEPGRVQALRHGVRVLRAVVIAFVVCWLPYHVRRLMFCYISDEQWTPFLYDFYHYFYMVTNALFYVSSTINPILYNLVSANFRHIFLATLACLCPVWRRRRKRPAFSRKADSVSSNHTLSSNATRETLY
# GPR35 arrestin U2OS – GPR35 antagonists blocking zaprinast-driven arrestin recruitment, primary screen, imaging, U2OS, beta-arrestin-GFP, zaprinast agonist (AID 2058); G-protein coupled receptor 35 (Homo sapiens); U2OS GPR35 beta-arrestin-GFP translocation imaging, zaprinast antagonism; higher % means a stronger effect; one-dose inhibition, % at 10 µM; IC50 in µM for titrated hits; hit rate 0.052% among 290,000;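 active = inhibition of at least 50% with at least 30 cells and total cytoplasm GFP at most 10,000,000; inconclusive = under 30 cells or total GFP of 10,000,000 plus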
# K1F lysis inhibition – inhibition of K1F phage lysis, E. coli UTI89, bacterial capsule biogenesis inhibitors, alamar blue (AID 488966). E. coli UTI89 K1F phage lysis, alamar blue, 2 h; higher % means a stronger effect. inhibition, % at 100 µM, or IC50 in µM where a hit was titrated. hit rate 0.02% among 340,000;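 active = phage lysis inhibition, versus mean bacterial control, above a set limit; inconclusive = no clear call, values can overlap the other calls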;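 note: capsule biogenesis inhibitors block K1F phage lysis so surviving cells raise fluorescence; higher fluorescence means more inhibition of phage lysis; actives were called in the ten point dose series up to 300 µM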
# NS5 inhibitors – Dengue-2 NS5 methyltransferase inhibitors, primary screen, biochemical, confirmation dose response (AID 588689). Genome polyprotein (Dengue virus type 2 (strain 16681-PDK53)). Dengue-2 NS5 methyltransferase capping enzyme assay, biochemical; higher % means a stronger effect. one-dose inhibition, % at 25 µM; IC50 in µM for titrated hits. hit rate 0.3% among 340,000; in the data active = a potency from the dose series; inconclusive = inhibition above about 29% without an active follow-up result
# RSV antiviral HEp-2 – RSV antiviral activity via CPE protection, HEp-2 cells, primary 10 µM value included (AID 2391) | HEp-2 cells, RSV-induced CPE inhibition; higher % means a stronger effect | CPE inhibition, % at 10 µM, or IC50 in µM where a hit was titrated | hit rate 0.13% among 310,000; in the data active = a potency from the dose series; inconclusive = CPE inhibition mostly from about 23% at the one dose, without a potency; inactive = the rest, 99 in 100 with CPE inhibition below about 21%; note: strong numbers were not always called active
# AID2073 – inhibitors of Mint1-CaV2.2 protein interaction, biochemical, HTRF (AID 2073). Voltage-dependent N-type calcium channel subunit alpha-1B (Homo sapiens). HTRF protein-protein interaction, Mint1-CaV2.2; higher % means a stronger effect. inhibition, % at 20 µM; hits with a dose series show IC50 in µM. hit rate 0.19% among 290,000; in the data active = inhibition mostly above about 51%, no sharp cut-off; inconclusive = no clear call, values can overlap the other calls; inactive = mostly below about 53%; note: some results filed as inactive read as strong as hits
# WT yeast gro inh – growth inhibition of WT strain, primary screen, mitochondrial fusion inhibitor project, WT and mutant strains, chemical genetic | hit rate 2.1% among 190,000 | inhibition, % at 10 µM | AID 1362, 2008 | mitochondrial fusion phenotypic screen; in the data active = inhibition above about 58%; tested in S. cerevisiae
# Autophagy HCS – autophagy modulators in MEF cells, primary screen, imaging, high-content, MEF GFP-LC3; MEF GFP-LC3 puncta imaging; test concentration mostly 10 µM; AID 463193, 2010; hit rate 0.98% among 190,000; calls only at 10 µM (by protocol);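 active = percentage of spot-positive cells more than 3 SD above its plate mean, without a fluorescence outlier flag or 80% toxicity; inconclusive = no clear call, values can overlap the other calls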;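 note: spot-positive cell cutoff set from DMSO-treated cells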
# WT yeast gro inh mutant strain – recorded beside WT yeast gro inh, whose call it bears; inhibition, %; mitochondrial fusion phenotypic screen, mutant strain inhibition
# Autophagy HCS cell loss 18 h – recorded beside Autophagy HCS, whose call it bears; toxicity, %; measured here: cell loss, nuclei count;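 cell loss after 18 h compound exposure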
# NTR1 agonist cell count 20 µM – also measured in NTR1 agonist; calls as there; cell count; measured here: cell count, cytotoxicity flag
# NS5 inhibitors pilot replicate – also measured in NS5 inhibitors; calls as there; inhibition, %; measured here: pilot screen replicate inhibition
# An asterisk follows results filed as active; i = inactive; ? = inconclusive; / = not tested or not shown; + = active, no number; [ ] = another dose, or the depositor's remark.
SMILES,LYP phosphatase,NTR1 agonist,NTR1 agonist cell count 20 µM,GPR35 arrestin U2OS,K1F lysis inhibition,NS5 inhibitors,RSV antiviral HEp-2,AID2073,WT yeast gro inh,WT yeast gro inh mutant strain,Autophagy HCS,Autophagy HCS cell loss 18 h,others
O=S(=O)(NCC(c1cccnc1)N1CCc2ccccc2C1)c1ccccc1 (centres undefined),-8.8%,0.1,65,-1.1%,0.0%,-3.6%,2.3%,-5.5%,/,/,/,/,
CCC(Oc1ccccc1OC)C(=O)N1CC(=O)Nc2ccccc21 (centres undefined),-4.8%,1.1,35,-8.1%,-0.1%,-8.0%,0.5%,0.7%,/,/,/,/,
Cc1ccc(Nc2nc3nonc3[nH]c2=O)cc1Cl,7.5%,5.8,28,-0.4%,-1.5%,-4.2%,11.2%,17.7%,63.7*,19.6*,i,16.6,
CCn1ncc(CN2CCCC(CNC(=O)c3ccc(F)cc3)C2)c1C (centres undefined),-3.1%,-2.1,84,1.9%,-0.2%,0.0%,-1.6%,20.6%,1.8,-31.7,i,15.7,
COc1cc(/C=N/Nc2nc(=O)[nH]nc2C)ccc1O,-3.1%,3.9,51,2.0%,1.0%,-5.2%,0.3%,1.5%,/,/,/,/,
CN(C)S(=O)(=O)N1CCN(S(=O)(=O)c2ccccc2)CC1,-8.0%,2.5,66,2.9%,0.6%,-6.2%,1.0%,-5.6%,8.6,1.5,i,-18.3,NS5 inhibitors pilot replicate=-7.9
Cc1ccc(C(=O)Nc2ccon2)cc1S(=O)(=O)N1CCCCCC1,-13.7%,1.3,60,1.0%,3.2%,-3.2%,2.5%,-5.5%,-10.2,-11.0,i,-0.1,
COC(=O)C1CN(S(=O)(=O)c2ccccc2)CCN1S(=O)(=O)c1ccccc1 (centres undefined),0.0%,-3.3,86,-5.1%,0.4%,-3.0%,-1.4%,-4.0%,4.1,7.3,i,5.0,
COc1ccccc1NC(=S)N/N=C1\CC(C)(C)Oc2ccc(O)cc21,6.8%,10.0,45,-6.2%,-0.2%,-7.8%,5.9%,1.1%,14.8,-1.5,i,-7.7,
C=CCNC(=O)/C(=C\c1ccco1)NC(=O)c1ccco1,-6.1%,0.9,68,8.2%,-1.3%,/,0.9%,7.7%,/,/,/,/,
O=C1CC(N2CCSCC2)C(=O)N1c1ccc(Br)cc1 (centres undefined),-7.0%,-0.7,60,17.1%,0.3%,-10.0%,/,-10.2%,/,/,/,/,
Cc1ccccc1N(CC(=O)N1CCOCC1)S(C)(=O)=O,-6.7%,-1.2,29,10.1%,-2.0%,2.5%,0.1%,8.3%,9.5,-6.7,i,-4.0,
Cc1ccc(C(CC(=O)c2ccco2)SCCO)cc1 (centres undefined),-2.4%,0.8,82,4.9%,2.9%,2.3%,3.6%,16.9%,-7.2,-7.7,i,3.4,
CCn1cc(C(=O)N2CCN(c3ccc(F)cc3)CC2)c2cc(OC)c(OC)cc2c1=O,2.4%,2.0,62,11.5%,0.0%,-2.4%,3.7%,-6.7%,-16.6,-38.9,i,-6.9,
O=C(CCS(=O)(=O)c1ccccc1)Nc1nccs1,-6.6%,1.2,92,6.5%,0.8%,-2.8%,1.5%,-4.1%,13.3,-1.1,i,4.4,
Cc1cccc(NC(=O)CC2SC(=O)N(c3ccccc3)C2=O)c1 (centres undefined),-3.2%,-1.5,33,0.9%,-0.3%,-22.4%,0.2%,-28.2%,1.8,13.5,i,0.4,
COc1ccc(/C=N/NC(=O)Cn2nc([N+](=O)[O-])cc2C)c(OC)c1OC,-6.6%,-1.6,50,6.2%,0.8%,-1.5%,0.4%,-15.6%,/,/,/,/,
COc1ccccc1-n1cnc2cc(NS(=O)(=O)c3ccccc3)ccc21,-9.8%,0.6,62,0.1%,1.9%,0.0%,?,15.6%,3.8,10.0,i,4.4,
CCN(CC)C(=O)C1=C(C)NC(=S)NC1c1cccs1 (centres undefined),-4.4%,-0.7,90,1.8%,0.1%,-2.6%,0.0%,1.9%,-17.3,-1.1,i,-13.0,
N/C(CSc1ccc(Cl)cc1)=N\S(=O)(=O)c1ccc(Cl)cc1,-4.4%,0.5,44,14.5%,-0.9%,-10.2%,/,1.1%,/,/,/,/,
COc1ccc(CC(=O)NNS(=O)(=O)c2ccccc2[N+](=O)[O-])cc1OC,-3.5%,-0.1,39,6.1%,-1.6%,-0.7%,4.0%,8.1%,/,/,/,/,
O=c1oc2ccccc2n1CCCCCn1c(=O)oc2ccccc21,-11.4%,-1.2,35,3.9%,-0.3%,2.1%,1.2%,-6.6%,35.1,-68.6,i,-2.0,
CC(Sc1nnnn1-c1ccccc1)C(=O)Nc1ccc(Cl)cn1 (centres undefined),0.4%,-1.4,81,7.0%,0.2%,-4.1%,6.9%,-1.5%,25.0,15.6,i,-8.6,
C=CCNC(=S)NNC(=O)c1ccncc1,-4.8%,2.1,41,4.0%,-0.2%,-7.0%,-0.7%,-22.6%,-9.2,7.2,i,-2.5,
COC(=O)Cc1csc(NCc2ccccc2)n1,-2.0%,0.5,58,0.1%,0.2%,-6.2%,1.6%,-7.1%,/,/,/,/,
O=C(CCc1ccccc1)N1CCCN(C(=O)CCc2ccccc2)CC1,1.2%,-0.9,77,-6.6%,2.4%[50 µM],2.5%,1.5%,1.0%,-7.5,-28.3,i,-9.4,
Cc1nc2ccccc2n1CSc1ccccc1,-4.7%,1.2,67,-6.2%,1.7%[50 µM],-3.8%,5.5%,-3.2%,-3.4,5.6,i,3.8,
COc1ccc(C(=O)Nc2ccc3oc(-c4cccnc4)nc3c2)cc1OC,-6.1%,-0.2,49,8.7%,-0.3%,-4.8%,19.3%,7.1%,-10.3,-2.2,i,-9.9,
COc1cccc(C(=O)NCC(=O)N/N=C/c2c(C)[nH]c3ccccc23)c1,-9.4%,0.2,57,9.4%,0.0%,-5.3%,7.2%,11.8%,/,/,/,/,
COc1cc(NC(=O)C2CC2C)c(C(=O)O)cc1OC (centres undefined),-0.2%,-1.4,76,-0.6%,0.3%,-7.7%,1.1%,4.1%,-11.6,-12.8,i,-6.5,

# Structures above containing a furan ring, fused or not (2):
SMILES,LYP phosphatase,NTR1 agonist,NTR1 agonist cell count 20 µM,GPR35 arrestin U2OS,K1F lysis inhibition,NS5 inhibitors,RSV antiviral HEp-2,AID2073,WT yeast gro inh,WT yeast gro inh mutant strain,Autophagy HCS,Autophagy HCS cell loss 18 h,others
C=CCNC(=O)/C(=C\c1ccco1)NC(=O)c1ccco1,-6.1%,0.9,68,8.2%,-1.3%,/,0.9%,7.7%,/,/,/,/,
Cc1ccc(C(CC(=O)c2ccco2)SCCO)cc1 (centres undefined),-2.4%,0.8,82,4.9%,2.9%,2.3%,3.6%,16.9%,-7.2,-7.7,i,3.4,

# Next entries follow:
SMILES,LYP phosphatase,NTR1 agonist,NTR1 agonist cell count 20 µM,GPR35 arrestin U2OS,K1F lysis inhibition,NS5 inhibitors,RSV antiviral HEp-2,AID2073,WT yeast gro inh,WT yeast gro inh mutant strain,Autophagy HCS,Autophagy HCS cell loss 18 h,others
O=C(Cn1cnc2c(nnn2Cc2ccc(F)cc2)c1=O)NCc1ccc(F)cc1,-4.8%,2.6,81,-0.5%,-0.1%,0.9%,0.3%,21.0%,-5.9,-1.0,i,18.0,
COc1ccc(N=Nc2ccc3ccccc3c2)c(O)c1,-7.9%,5.0,49,6.0%,0.3%,10.3%,1.1%,5.3%,/,/,/,/,
CCn1c(Cc2ccccc2)nnc1SCC(=O)Nc1ccc2c(c1)OCO2,-7.0%,0.2,33,10.1%,0.0%,1.1%,-3.6%,-5.7%,0.6,-16.9,i,4.8,
Cc1ccc(-c2nnc(Nc3ccc(OCC(N)=O)cc3)c3ccccc23)cc1S(N)(=O)=O,0.0%,-2.1,84,11.7%,0.1%,-0.7%,5.0%,-5.0%,/,/,/,/,
CNC(=O)COC(=O)c1cc(F)c(F)cc1Cl,-6.6%,2.1,51,-5.5%,4.3%,1.6%,-0.8%,2.5%,5.0,3.2,i,13.2,
CC1=C(c2ccc(C)cc2)[N+](=O)C(C)(C)N1[O-],-4.2%,0.0,96,14.4%,0.2%,1.4%,-0.6%,6.4%,-7.1,-4.8,i,0.1,
C[C@@H]1NC(=O)OC1c1ccco1 (some centres undefined),/,0.5,58,/,0.1%,-0.8%,-0.1%,/,/,/,/,/,
COc1ccc(CN2CCNC(=O)C2CC(=O)NCCCn2cccn2)cc1C (centres undefined),-5.8%,0.1,58,-5.9%,1.1%[50 µM],-5.8%,1.3%,0.8%,/,/,/,/,
Cc1cc(/C=C2/C(=O)NN(c3ccccc3)C2=O)c(C)n1-c1cccc(O)c1,14.6%,2.4,83,-8.5%,-0.1%,6.4%,1.1%,22.8%,-0.5,-7.8,i,-4.7,
CC(C)CNC(=O)C(=O)N/N=C/c1cccs1,2.8%,1.0,83,-5.7%,4.9%,-1.6%,-0.1%,8.0%,-3.2,13.7,i,-13.6,
N#CC1=C(N)Nc2ncnn2C1c1ccccc1 (centres undefined),4.1%,1.2,60,5.4%,/,/,0.4%,3.6%,-12.1,-12.7,i,19.7,
Cc1cccc(OCCN2CSC(=S)N(C)C2)c1,-14.0%,0.9,42,5.9%,2.5%,-13.1%,-2.1%,-6.3%,35.8,27.9,+,42.3*,
C/C(=N\Nc1ccc(S(N)(=O)=O)cc1[N+](=O)[O-])c1cccnc1,0.2%,0.5,51,12.1%,0.5%,2.4%,7.8%,17.4%,/,/,/,/,
CCOC(=O)C1CCN(C(=O)CCc2nnc3ccc(NCCCN4CCCC4=O)nn23)CC1,-14.4%,-0.1,63,-2.7%,-0.2%,-9.1%,1.4%,-1.4%,/,/,/,/,
Cn1ccnc1C(O)c1ccc(OCc2ccccc2)cc1 (centres undefined),-4.7%,-0.6,55,-14.9%,1.7%,-3.8%,-1.5%,-0.1%,26.1,10.2,i,6.1,
CCn1cc(/C=C/C(=O)Nc2ccn(Cc3c(F)c(F)c(F)c(F)c3F)n2)cn1,-3.6%,0.4,60,-12.7%,2.7%,-1.5%,3.3%,1.2%,10.1,-19.4,i,30.2,
CC1(C)Cc2nc3oc4c(=O)n(CC(=O)Nc5cccc(Cl)c5)cnc4c3cc2CO1,-8.1%,-0.8,52,6.2%,1.4%,-6.1%,/,11.4%,/,/,/,/,
CC1(C)CC(=O)c2c(oc3cc(O)c(O)cc23)C1,-2.6%,3.0,91,8.5%,0.9%,0.7%,-1.0%,-19.6%,-24.3,-12.2,i,6.9,NS5 inhibitors pilot replicate=-4.4
